MmCpn inh: M. maripaludis TRiC chaperonin inhibition; purified Mm-Cpn ATPase, ADP Transcreener TR-FRET; Potency, µM (top dose mostly 76.9 µM), without a hit: at the highest dose activity, negative = inhibition, usual class: inhibitors; hit rate 0.031% among 330,000; note: potency is the fitted concentration of half-maximal effect; % is set by controls: 0 for no effect and ±100 for the full control effect; nearly all actives have a fitted effect of over 80% in size
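Compound-treated chaperonin, 25 nM final, turns over 10 uM ATP at 37°C for 30 min following a 10 min preincubation; ADP generated competes with ADP-d2 for Eu-cryptate antibody, lowering FRET.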
A549 tox: A549 cytotoxicity, counter-screen for Nrf2 inhibitors. Potency, µM (highest dose often 46 µM), for the others: top-dose activity change, negative = cytotoxicity, most hits filed as inhibitors. A549 ARE-Fluc cells, CellTiter-Fluor viability, 18-24 h. hit rate 0.16% among 390,000; note: potency is the fitted concentration of half-maximal effect; % is set by controls: 0 for no effect and ±100 for the full control effect
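Cytotoxicity counterscreen: CellTiter-Fluor fluorescence was measured in A549 ARE_Fluc cells after 18-24 h of compound exposure in a concentration series. The subsequent BugLite luminescent read reports ARE-luciferase activity.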
Nrf2 activator: Nrf2 pathway activation. AREc32 ARE-luciferase reporter (MCF7-derived line), luminescence, 24 h. Potency, µM (doses to about 46.1 µM), for inactives: top-dose activation, most hits filed as activators. hit rate 0.31% among 410,000. AID 624171; note: potency is the fitted concentration of half-maximal effect; % of control where 0% means no effect; nearly all actives have a fitted effect of over 65% in size
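For detection, Steady-Glo was added and plates sat 30 min at RT; before that, AREc32_Fluc cells grown overnight in OPTI-MEM/5% FBS had been treated with 23 nL compound for 24 hr at 37 deg C.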
S2 tox: viability counter-screen for ATXN expression inhibitors; hit rate 0.49% among 400,000; Potency, µM (series often up to 56.7 µM), most hits filed as cytotoxic; S2 cells (HEK-293 line with an ATXN2-luciferase reporter) viability, CellTiter-Fluor protease fluorescence, 24 h; note: potency is the fitted concentration of half-maximal effect; nearly all actives have a fitted effect of over 40% in size
CCT chaperon mod: changes cytosolic chaperonin activity. purified chaperonin ATPase assay, HTRF ADP detection, 30 min. activity change, % (test concentration not listed), hits read low. hit rate 0.3% among 360,000; in the data active = activity change below about -30%; note: % is set by controls: 0 for no effect and ±100 for the full control effect
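First, chaperonin was dispensed at 40 nM or 20 nM final depending on batch activity. Next, compounds were pinned at 76 uM and ATP added at 10 uM. After 30 min at 37 °C, ADP detection reagents ran 30 min at ambient temperature.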
TGFb SMAD3 inh: TGF-b pathway inhibition; HepG2 CAGA-GFP TGF-b/SMAD3 reporter, GFP fluorescence, 18 h; TGF-beta stimulated, 500 pg/mL final; Potency, µM (highest dose often 46.1 µM), inactives show at the top dose activity, negative = inhibition, usual class: inhibitors; hit rate 1.2% among 410,000; AID 588855; note: potency is the fitted concentration of half-maximal effect; % is set by controls: 0 for no effect and ±100 for the full control effect; nearly all actives have a fitted effect of over 65% in size
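HEPG2 CAGA-GFP cells (1000/well, DMEM with 1% FBS) were pre-incubated 2 h at 37 degrees C, given compound by pin tool, then stimulated with TGF-beta at 500 pg/mL final for 18 h before per-cell GFP fluorescence imaging.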
pAkt inh: blocks phosphorylation of Akt; AID 651550; hit rate 0.32% among 360,000; activity change, % for hits at 50 µM; Neuro2A IGF-stimulated pAkt S473 HTRF, 20 min; active compounds read low; in the data active = activity change below about -80%; inconclusive = mostly about -51% to -80%; note: % is set by controls: 0 for no effect and ±100 for the full control effect
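Neuro2A cells (4,500/well, DMEM with 0.5% FBS) were treated with compound at a single 50 µM final concentration, stimulated with 6 nM IGF for 20 min at 37 °C, and lysed. Phospho-Akt Ser473 was read by HTRF as 665/615 ratio ×10^4.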
Nrf2 inh: inhibitors of Nrf2 signaling. A549 ARE-Fluc reporter, luciferase luminescence, 18-24 h. Potency, µM (doses to about 46 µM), inactives show top-dose activity change, negative = inhibition, hits mostly inhibitors. hit rate 2.1% among 360,000. AID 504444; note: potency is the fitted concentration of half-maximal effect; % is set by controls: 0 for no effect and ±100 for the full control effect; nearly all actives have a fitted effect of over 60% in size
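Reporter: ARE-Fluc in A549. Exposure: 18-24 h, 37 °C, 5% CO2, 5% FBS OPTI-MEM. Readouts: fluorescent cytotoxicity (CellTiter-Fluor), then luminescent Nrf2 signal after BugLite.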
HepG2 tox: kills HepG2 cells in TGF-b inhibitor counter-screen; HepG2 CAGA-GFP viability, ATP luminescence, 18 h; Potency, µM (top dose mostly 46.1 µM), for the others: at the top dose activity change, negative = cytotoxicity, actives largely listed as cytotoxic; hit rate 0.76% among 410,000; note: potency is the fitted concentration of half-maximal effect; some results filed as inactive show a strong effect at the top dose
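CellTiter-Glo luminescence gave cytotoxicity after 18 hours at 37 degrees C. The cells were HepG2 CAGA-GFP in 1% FBS DMEM, stimulated with 500 pg/mL TGF-beta after compound addition. %Activity was normalised to no-cell wells (complete cell-killing) and DMSO (no toxicity), and curves were fitted and classified.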
An asterisk follows results filed as active; i = inactive; u = inconclusive; x = no result given; [ ] = another dose, or the depositor's remark. Unless noted, calls come from the whole dose curve; as a rule, active = well fitted curve in the direction sought with a large enough effect; inconclusive = small, poorly fitted or top-dose-only effect, or another doubt; inactive = no such curve, though single readings can be large; an effect the other way counts as inactive or inconclusive.

Structure	TGFb SMAD3 inh	Nrf2 inh	HepG2 tox	S2 tox	pAkt inh	CCT chaperon mod	MmCpn inh	A549 tox	Nrf2 activator
COc1cc(CNn2nnnc2N)cc(Br)c1OCc1c(Cl)cccc1Cl	0%	u	-31%	i	i	1.7	-2%	-12%	-0.7%
Cc1ccsc1C(=O)OCC(=O)c1cc(C)n(CC2CCCO2)c1C (stereo not drawn)	9%	u	-4%	u	i	0.0	1%	-3%	-2.0%
CCC(CC)C(=O)Nc1cccc(C(=O)Nc2ccc(OC)cc2[N+](=O)[O-])c1	-7%	x	-23%	i	x	-1.3	0%	-16%	0.5%
O=C(CN1C(=O)S/C(=C/c2cccn2-c2ccc(O)cc2)C1=O)N1CCCC1	30%	-13%	-7%	i	i	1.3	1%	-19%	5.9%
CC1(NC(=O)Cc2ccc(S(=O)(=O)N3CCOCC3)s2)CCS(=O)(=O)C1 (stereo not drawn)	2%	14%	-1%	i	i	-1.8	1%	-3%	-0.2%
CC1=C(C(N)=O)C(c2ccc(Cl)cc2Cl)n2ncnc2N1 (stereo not drawn)	5%	12%	-7%	i	i	-0.3	1%	15%	0.0%
CCn1c(SCC(=O)Nc2cc(C)on2)nnc1-c1ccc(OC)cc1	-13%	1%	-22%	i	i	1.6	3%	-1%	2.2%
CC(C)(Cc1ccc(O)cc1)NC(=O)c1ccccc1	20%	3%	-11%	i	i	0.8	-4%	0%	0.2%
Clc1c2c(nc3ccccc13)CCC2	-1%	-10%	6%	i	i	-0.9	0%	-3%	-0.2%
CCc1nnc(NC(=O)c2ccc(S(=O)(=O)N3CCCCC3)cc2)s1	-2%	-11%	-7%	i	i	-5.5	1%	5%	2.3%
Cc1cc(C)n(-c2ncc3c(n2)N(C)CCOC3=O)n1	1%	-8%	0%	i	i	-2.8	1%	0%	-1.7%
CC1CCCN(S(=O)(=O)CCNC(=O)c2ccccc2)C1 (stereo not drawn)	-7%	0%	5%	i	i	-1.7	3%	1%	-0.8%
Cc1nc2c(C(=O)N3CCCC3)cnn2c(C)c1Cc1c(F)cccc1Cl	6%	7%	-1%	i	i	-3.0	0%	-10%	-0.4%
CCNC(=O)n1nccc1C(C)Oc1cccc(C(F)(F)F)c1 (stereo not drawn)	0%	0%	-30%	i	i	-2.3	-1%	13%	0.2%
Cc1csc(NC(=O)C(NC(=O)c2ccccc2F)C(C)C)n1 (stereo not drawn)	1%	-5%	-6%	i	i	-2.2	1%	1%	0.1%

The list goes on.
Structure	TGFb SMAD3 inh	Nrf2 inh	HepG2 tox	S2 tox	pAkt inh	CCT chaperon mod	MmCpn inh	A549 tox	Nrf2 activator
Cc1nnc(C)c2c(C)n(N)c(C)c12	-7%	u	3%	i	i	0.6	1%	8%	0.0%
CCOCCCNC(=O)c1cc2cc3cc(OC)ccc3nc2o1	10%	-10%	3%	i	i	-0.2	-3%	-3%	-0.2%
CNC(=S)/N=C(/Nc1ccccc1)c1ccccc1	1%	4%	3%	i	i	-0.5	1%	-1%	0.0%
Cc1cc(/C=C(\C#N)C(=O)O)c(C)n1-c1ccc(Br)cc1	-2%	u	-4%	i	i	1.0	1%	-6%	6.1%
CCCN(CCC)C(=S)NC(=O)c1ccc(-c2ccccc2)cc1	u	u	-33%	u	i	-0.9	-15%	4%	-0.3%
O=C(OCc1cc2ccccc2[nH]c1=O)c1cccnc1	0%	11%	-3%	i	i	0.9	-2%	5%	0.1%
COc1cc2ccccc2cc1C(=O)OCC(=O)N(C)c1c(N)n(Cc2ccccc2)c(=O)[nH]c1=O	0%	9%	5%	u	i	-1.7	-1%	-1%	0.2%
COc1ccc(OC)c(NC(=O)C2(C)CCN2Cc2cccc(OC)c2OC)c1 (stereo not drawn)	-1%	x	-12%	u	i	1.8	x	x	5.3%
COc1ccc(NC2CCCN(C(=O)CCC3=NNC(=O)CC3)C2)cc1 (stereo not drawn)	-12%	u	7%	i	i	0.3	1%	1%	-0.7%
COc1cccc(N2CCN(C(=O)C(CCSC)NS(=O)(=O)c3ccc4c(c3)oc(=O)n4C)CC2)c1 (stereo not drawn)	-1%	x	7%	x	x	x	x	2%	-0.2%
COC(=O)c1sc2cc([N+](=O)[O-])cc(SCC(C)C)c2c1N	17%	1%	-1%	i	i	-2.2	0%	0%	2.2%
CCN(CC)C(=O)C1=C(C)N(CCCN2CCCC2=O)C(=O)C(CC(=O)NCCc2ccccn2)C1 (stereo not drawn)	-2%	x	-5%	i	i	0.4	x	x	0.3%
O=C(NCc1n[nH]c(=S)n1-c1ccc(Br)cc1)c1cccs1	-3%	u	2%	i	i	-3.0	-11%	2%	0.8%
O=C(Nc1ccc(O)cc1)C1CCCN1S(=O)(=O)c1ccc(F)cc1 (stereo not drawn)	-2%	15µM*	2%	i	i	-0.4	0%	-11%	0.2%
CN(Cc1ccc2nsnc2c1)Cc1nc(Cc2cccc(F)c2)no1	-5%	-20%	-17%	i	i	-1.9	-6%	3%	-0.4%

New compounds follow
Structure	TGFb SMAD3 inh	Nrf2 inh	HepG2 tox	S2 tox	pAkt inh	CCT chaperon mod	MmCpn inh	A549 tox	Nrf2 activator
Oc1cccc(/C=N/NC(=S)NCCN2CCOCC2)c1O	-12%	-25%	-3%	i	i	-1.1	1%	0%	3.8%
C[C@@H]1CN([C@H](C)CO)C(=O)c2cc(C3=CCCCC3)cnc2O[C@@H]1CN(C)Cc1ccccc1C(=O)O	-9%	x	-31%	i	i	-2.1	x	x	0.0%
CCCn1nnnc1NCc1ccc(CC)cc1	10%	-11%	5%	i	i	0.0	2%	0%	-0.6%
CC[C@]1(C(=O)OC)[C@H]2C(=O)N(C)C(=O)[C@H]2[C@H]2CN=C(SCc3ccc(C)cc3)N21	0%	12%	1%	i	i	-0.3	1%	-1%	-1.1%
CCOc1ccc(CCNC(=O)COC(=O)c2ccc(F)c(S(=O)(=O)N3CCOCC3)c2)cc1OCC	0%	4%	7%	u	i	1.9	2%	-4%	-0.7%
Cc1c(CN(C)C(=O)c2cc(-c3ccccc3)nc3ccc(Br)cc23)cnn1C	-26%	9.2µM*	-29%	u	x	x	x	0%	-1.2%
O=CN1CCN(S(=O)(=O)c2ccc(Cl)c(C(=O)O)c2)CC1	12%	-13%	-2%	i	i	1.0	3%	-1%	-0.6%
Cc1nc(C(C)NC(=O)CCc2nnc(CCCc3ccccc3)o2)c(C)s1 (stereo not drawn)	0%	u	-5%	i	i	-1.3	2%	6%	7.4%
O=C(COC(=O)c1ccc(O)cc1O)Nc1nnc(-c2ccccc2)o1	-2%	11%	0%	i	i	-3.1	2%	3%	-0.8%
O=S(=O)(NCc1ccc(F)cc1)c1ccc2[nH]c3c(c2c1)CCCCC3	u	u	-62%	i	x	x	x	-7%	-1.0%
Cc1ccc(F)cc1NCC(=O)Nc1ccc(Br)cc1	u	u	-28%	i	i	-0.6	-1%	21%	-0.3%[9.22 µM]
CC12CCC(C(=O)N(CSC(=S)N/N=C\c3ccccc3O)C1=O)C2(C)C (stereo not drawn)	-24%	x	-26%	i	i	-1.3	-18%	-4%	u
Cc1ccc(C)c(NC(=O)C2C3CCCC2C3c2ccccc2)c1 (stereo not drawn)	12%	-2%	-10%	i	i	-2.5	1%	-6%	0.2%
Cc1occc1-c1nnc(SCC(=O)NCC2CCCO2)n1C (stereo not drawn)	2%	u	2%	u	i	0.9	-1%	-11%	-0.4%
O=C(Nc1cc(Br)ccc1O)c1cc(-c2ccc3c(c2)OCO3)on1	-16%	3%	-12%	i	i	-0.6	1%	6%	3.9%

New compounds follow
Structure	TGFb SMAD3 inh	Nrf2 inh	HepG2 tox	S2 tox	pAkt inh	CCT chaperon mod	MmCpn inh	A549 tox	Nrf2 activator
CC(C)NC(=O)CSc1nnc(CNC(=O)OC(C)(C)C)n1C	7%	4%	0%	i	i	-2.1	0%	-1%	0.1%
COC(=O)C(C)Nc1cccc(Br)c1 (stereo not drawn)	0%	-1%	10%	i	i	2.1	1%	1%	-0.1%
CC12CCC=CC1C(c1ccc(F)c(Br)c1)N(Cc1ccccc1)C2=O (stereo not drawn)	u	u	-23%	x	x	x	x	-7%	x
CCc1ccc(NC(=O)Cn2c(=O)n(-c3ccc(Cl)c(Cl)c3)c(=O)c3c(C)c(C)sc32)cc1	14%	8%	17%	i	x	x	x	-1%	0.6%
CC(=O)N1CCOc2ccc(S(=O)(=O)N3CCC(C(=O)Nc4ccccc4F)CC3)cc21	1%	u	-12%	i	i	-1.3	2%	-1%	-0.1%
CN(C(=O)CSc1nnc(-c2ccc(F)cc2)n1C)C1CCS(=O)(=O)C1 (stereo not drawn)	23%	8%	-2%	i	i	-2.5	0%	2%	-0.5%
CC(=O)N1CCN(c2nc(-c3cccs3)nc3ccccc23)CC1	-22%	u	1%	i	i	-3.5	u	-19%	2.0%
Cc1c(C(=O)N2CCCc3ccccc32)sc2nc(-c3ccccc3)cn12	-7%	-9%	-24%	i	i	-2.8	0%	5%	0.3%
Cc1cccc(NCc2ccccc2O)n1	-1%	-4%	-11%	i	i	-3.3	0%	1%	2.3%
Cc1nccn1CCc1n[nH]c(=S)n1Cc1ccccc1	23%	x	28%	i	i	-2.9	2%	-1%	0.3%

Rewritten with two lines to a compound: part of the list above.
Results follow in this order: TGFb SMAD3 inh | Nrf2 inh | HepG2 tox | S2 tox | pAkt inh | CCT chaperon mod | MmCpn inh | A549 tox | Nrf2 activator
- CN(C(=O)CSc1nnc(-c2ccc(F)cc2)n1C)C1CCS(=O)(=O)C1 (stereo not drawn)
 : 23% | 8% | -2% | i | i | -2.5 | 0% | 2% | -0.5%
- CC(=O)N1CCN(c2nc(-c3cccs3)nc3ccccc23)CC1
 : -22% | u | 1% | i | i | -3.5 | u | -19% | 2.0%
- Cc1c(C(=O)N2CCCc3ccccc32)sc2nc(-c3ccccc3)cn12
 : -7% | -9% | -24% | i | i | -2.8 | 0% | 5% | 0.3%

Compound activity from PubChem.
